Screening results deposited in PubChem BioAssay by several laboratories.
NCOA3 inh: inhibitors of human steroid receptor coactivator 3 (SRC3). inhibition, % at 3.6 µM. AID 588352. Q9Y6Q9. 360,000 compounds, 0.17% hits. HEK293 GAL4-SRC3 luciferase reporter, luminescence;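 active means inhibition above a per-campaign cutoff, the mean of all compounds plus 3 SD, cut at about 60% in these data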;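 further: 0% = DMSO-treated cells and 100% = gossypol-treated cells at 36 µM; higher means less SRC3-driven luciferase light from the GAL4 reporter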
SRC1 inh: inhibits human SRC1 coactivator. Q15788. HEK293 GAL4-SRC1 luciferase reporter, luminescence. inhibition, % at 3.6 µM. 360,000 compounds, 0.12% hits;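 active means inhibition above the campaign mean plus 3 SD, with each screening campaign given its own cutoff, cut at about 60% in these data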;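 further: 0% = DMSO treated cells and 100% = gossypol at 36 µM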
NR2F2 inh: NR2F2 (human) inhibition, primary screen; P24468; HEK293T NGFI-A luciferase reporter, luminescence; 370,000 compounds, 0.7% hits; inhibition, % at 8.6 µM;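 active means inhibition above a per-plate cutoff, mean inhibition of test wells between control levels plus 3 SD, cut at about 38% in these data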;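 further: cells cotransfected with COUP-TFII expression vector driving the NGFI-A reporter; 0% = median of COUP-TF2 test wells and 100% = reporter-only cells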
MC4R barr agon: human MC4R agonism via beta-arrestin; 360,000 compounds, 0.98% hits; activation, % at 8.9 µM; U2OS MC4R beta-arrestin complementation, luminescence; percent of melanotan II response, DMSO zero;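 active means activation above a per-plate cutoff, the mean activation of sample wells on that plate plus 3 SD, cut at about 8% in these data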
MC4R antagonist: human MC4R antagonism in cAMP assay. MC4R-expressing cells, MTII-stimulated cAMP, LANCE TR-FRET. inhibition, % at 6.5 µM. AID 540295. 360,000 compounds, 0.48% hits;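 active means inhibition above its plate's cutoff, the mean of tested wells on that plate plus 3 SD, cut at about 29% in these data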;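 further: 0% = Melanotan II alone and 100% = Melanotan II plus saturating MCL0020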
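Test system: U2OS cells stably expressing human melanocortin 4 receptor (MC4R); also added: Melanotan II challenge; compound: 6.5 µM single dose; timing: 30-min compound preincubation, 1-h Melanotan II challenge, 1-h detection, room temperature; signal: Eu-cAMP/anti-cAMP TR-FRET, emission 671 nm; repeats: one well per compound, no replicates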
ABHD5-PLIN5 inh: ABHD5-PLIN5 protein interaction inhibition | Q00G26+Q8WTS1 | Split G. princeps luciferase complementation, luminescence, 4 h | inhibition, % at 4 µM | 360,000 compounds, 0.78% hits | AID 602281;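 active means inhibition above the mean inhibition across every tested compound plus 3 SD, cut at about 22% in these data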;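 further: 0% = DMSO only wells and the 100% control is not disclosed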
Target sequence (Q00G26 whole entry, looked up): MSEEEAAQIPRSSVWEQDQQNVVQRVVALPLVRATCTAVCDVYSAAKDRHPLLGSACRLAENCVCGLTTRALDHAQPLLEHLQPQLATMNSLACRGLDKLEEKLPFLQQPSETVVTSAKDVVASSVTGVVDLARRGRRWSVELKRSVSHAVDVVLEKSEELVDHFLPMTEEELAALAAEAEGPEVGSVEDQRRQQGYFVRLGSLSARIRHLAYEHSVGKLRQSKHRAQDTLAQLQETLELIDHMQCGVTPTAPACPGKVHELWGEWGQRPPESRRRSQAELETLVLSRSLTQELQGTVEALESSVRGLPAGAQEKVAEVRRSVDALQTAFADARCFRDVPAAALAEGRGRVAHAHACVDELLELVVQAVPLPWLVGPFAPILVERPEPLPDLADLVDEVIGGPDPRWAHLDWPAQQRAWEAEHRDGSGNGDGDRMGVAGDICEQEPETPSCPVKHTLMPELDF
Target sequence (Q8WTS1 whole entry, looked up): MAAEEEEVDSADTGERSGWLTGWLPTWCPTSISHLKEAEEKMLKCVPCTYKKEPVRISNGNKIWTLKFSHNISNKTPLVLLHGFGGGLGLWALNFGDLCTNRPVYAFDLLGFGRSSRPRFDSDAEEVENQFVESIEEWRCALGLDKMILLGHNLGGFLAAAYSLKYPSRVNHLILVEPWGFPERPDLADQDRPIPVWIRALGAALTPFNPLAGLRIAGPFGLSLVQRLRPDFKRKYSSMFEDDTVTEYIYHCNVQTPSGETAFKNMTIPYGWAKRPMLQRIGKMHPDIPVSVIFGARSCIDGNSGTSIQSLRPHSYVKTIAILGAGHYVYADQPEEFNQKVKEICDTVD
EBV LMP1 NFkB: Epstein-Barr LMP1 NF-kappaB reporter inhibition. LMP1-induced NF-kappaB luciferase reporter cells, luminescence. 350,000 compounds, 0.69% hits. inhibition, % at 12.5 µM; in the data active means inhibition above about 41%;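 further: 0% = neutral control wells and 100% = reference inhibitor control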
NR5A2 inv ag: NR5A2 inverse agonism in reporter assay; O00482; HEK293T StAR-luciferase reporter, LRH-1 transfected, 24 h; inhibition, % at 3.6 µM; 360,000 compounds, 0.13% hits; AID 602396;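 active means inhibition above the mean inhibition of all tested compounds plus 3 SD, cut at about 73% in these data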;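 further: 0% = DMSO wells and 100% = reporter-only cells lacking LRH-1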
TLR9-MyD88 inh: blocks human TLR9 binding to MyD88 | CHO BLA complementation TLR9-MyD88, CCF4 FRET ratio | 340,000 compounds, 0.21% hits | inhibition, % at 4.98 µM | AID 504734 | Q9NR96+Q99836;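 active means inhibition above the mean over all tested compounds plus 3 SD, cut at about 21% in these data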;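 further: 0% = DMSO only wells and 100% = clavulanate BLA inhibitor control wells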
NOD2-RIPK2 inh: blocks binding of human NOD2 to RIPK2; O43353; CHO BLA complementation NOD2-RIPK2, CCF4 ratio; inhibition, % at 4.98 µM; 360,000 compounds, 0.38% hits; in the data active means inhibition above about 21%;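 further: 0% = vehicle only and 100% = reference blocker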
NCOA2 inhibitor: human SRC2 (NCOA2) inhibition; HEK293 GAL4-SRC2 luciferase reporter, luminescence; inhibition, % at 9 µM; Q15596; 370,000 compounds, 0.17% hits;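 active means inhibition above the mean inhibition of all tested compounds plus 3 SD, set per campaign, cut at about 52% in these data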;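 further: 0% = DMSO treated cells and 100% = cells given Gossypol at 36 µM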
* marks the source's active call; other numbers are inactive results; · = not tested or not shown.

1	O=C(CCC(=O)c1cccs1)Nc1ccccc1F
2	CCC(c1nnnn1-c1ccc2c(c1)OCCO2)N1CCN(C(=O)c2ccco2)CC1 (stereo not given)
3	COc1ccc(NC(=O)COC(=O)c2cc(Cl)ccc2O)cc1S(=O)(=O)N1CCCCC1
4	CCOC(CNC(=O)c1ccc2c(c1)ncn2-c1cccc(F)c1)OCC
5	CC1=NN(c2ccccc2)C(=O)C1N=Nc1cccc(O)c1 (stereo not given)
6	CC(C)c1ccc(NC(=O)[C@H]2CSCN2C(=O)[C@@H]2CCC(=O)N2)cc1
Compound	1	2	3	4	5	6
NCOA3 inh	-20	·	4	11	-94	3
SRC1 inh	-15	·	1	-18	-111	6
NR2F2 inh	-29	-13	9	-6	-32	12
MC4R barr agon	-0.5	·	-2.7	-1.0	5.9	2.0
MC4R antagonist	0	·	7	7	-2	-2
ABHD5-PLIN5 inh	6	-5	-12	-1	-3	13
EBV LMP1 NFkB	-15	·	0	7	1	-11
NR5A2 inv ag	-8	-1	-8	-19	7	13
TLR9-MyD88 inh	2	·	4	-3	-11	9
NOD2-RIPK2 inh	-3	-5	9	0	7	-15
NCOA2 inhibitor	-13	-25	-11	-30	-108	-29

7	COc1cccc(C(=O)Nc2ccc(Cl)c(C(F)(F)F)c2)c1
8	OCCCCc1nccc2c1[nH]c1ccccc12
9	CC1(c2ccc3ccccc3c2)NC(=O)N(CC(=O)NCc2cccs2)C1=O (stereo not given)
10	Cc1cc(C)nc(-n2nc(C)cc2NC(=O)CNC(C)c2ccccc2)n1 (stereo not given)
11	CC(=O)c1ccc(OCC(=O)N(C2CCCCC2)C2CCS(=O)(=O)C2)cc1 (stereo not given)
12	CCCCn1c(N)c(N(CC)C(=O)c2ccccc2C(F)(F)F)c(=O)[nH]c1=O
Compound	7	8	9	10	11	12
NCOA3 inh	-20	-13	5	3	20	8
SRC1 inh	-34	13	5	4	-3	-6
NR2F2 inh	-30	-12	2	2	10	8
MC4R barr agon	2.3	0.3	-1.9	-0.7	-3.3	0.1
MC4R antagonist	2	6	10	5	5	17
ABHD5-PLIN5 inh	-2	-1	0	3	-9	-3
EBV LMP1 NFkB	-13	5	2	3	2	12
NR5A2 inv ag	-88	-8	-1	-5	-4	-19
TLR9-MyD88 inh	-5	-4	-5	-1	6	-9
NOD2-RIPK2 inh	-2	-5	3	-2	1	-8
NCOA2 inhibitor	-41	-3	-10	-24	-19	-11

13	Cc1ccc(C2(O)C(=O)c3ccccc3C2=O)c(O)c1C
14	COc1cc(/C=N/n2c(COc3ccccc3)n[nH]c2=S)cc(Br)c1O
15	Cc1ccc(-n2nc3ccc(N)cc3n2)cc1
16	CCN(C(=O)COC(=O)CCOc1cccc(C)c1)c1c(N)n(Cc2ccccc2)c(=O)[nH]c1=O
17	COc1ccccc1C(=O)Nc1nnc(-c2ccco2)s1
18	Cc1ccc(S(=O)(=O)NCC(=O)OC(C)C(=O)NC(=O)NC2CCCCC2)cc1C (stereo not given)
Compound	13	14	15	16	17	18
NCOA3 inh	-7	-11	-47	1	-95	-5
SRC1 inh	-9	1	-109	4	-128	-4
NR2F2 inh	-1	1	-6	10	-37	7
MC4R barr agon	-1.0	-2.3	-0.9	1.9	2.8	-3.6
MC4R antagonist	6	1	-2	7	6	20
ABHD5-PLIN5 inh	-2	-8	1	-2	1	-5
EBV LMP1 NFkB	-1	1	-12	6	-24	0
NR5A2 inv ag	6	7	-72	-18	-100	14
TLR9-MyD88 inh	2	-8	-13	-9	-11	5
NOD2-RIPK2 inh	-7	-3	-7	-8	7	0
NCOA2 inhibitor	-2	-9	-1	-7	-28	19

19	C/C(=N\Nc1ccc(Cl)c(C(=O)O)c1)c1cc2ccccc2o1
20	O=C(CSc1nccc(=O)[nH]1)Nc1cccc(S(=O)(=O)N2CCOCC2)c1
21	Cc1ccc(C(=O)NCC(=O)OCCOc2cccc(Cl)c2)cc1
22	O=C(N/N=C/c1c(Cl)cccc1Cl)c1ccccc1F
23	Cc1ccccc1-n1nnnc1SCC(=O)NC1CC1
24	Oc1ccc(NCc2ccccc2OCc2ccccc2F)cc1
Compound	19	20	21	22	23	24
NCOA3 inh	-45	13	-6	-17	-14	2
SRC1 inh	-13	-6	8	-56	14	-14
NR2F2 inh	1	-2	-9	-15	1	1
MC4R barr agon	-2.1	-1.4	-0.9	1.6	-2.4	-2.2
MC4R antagonist	2	11	4	7	-4	-9
ABHD5-PLIN5 inh	1	-3	2	4	1	-43
EBV LMP1 NFkB	-5	-1	1	2	10	-2
NR5A2 inv ag	-45	0	-4	-63	-9	-19
TLR9-MyD88 inh	3	2	0	-8	2	5
NOD2-RIPK2 inh	-7	2	-3	4	-8	0
NCOA2 inhibitor	3	11	-4	-3	-18	-14

25	O=C(CCC(=O)N1CCN(c2ccccn2)CC1)Nc1nnc(C(F)(F)F)s1
26	Cc1ccccc1C(=O)Nc1ccc(C(=O)N/N=C/c2ccc(O)cc2)cc1
27	CN1CCN(c2ccc(S(=O)(=O)N3CCOCC3)cc2NC(=O)CCc2ccccc2)CC1
28	Cn1c(=O)[nH]c(=O)c2c1nc(N1CCCCCC1)n2CCN1CCCCCC1
29	O=c1ccc(Cl)cn1Cc1ccccc1F
30	Cc1cccc(C)c1OCC(=O)OC/C(O)=C(\C#N)c1nc2ccccc2[nH]1
Compound	25	26	27	28	29	30
NCOA3 inh	19	11	13	-1	-3	-4
SRC1 inh	0	-7	16	1	1	1
NR2F2 inh	20	-7	7	2	-6	-14
MC4R barr agon	-0.1	-1.5	2.2	-1.2	0.0	21*
MC4R antagonist	1	1	5	7	2	3
ABHD5-PLIN5 inh	1	2	15	1	2	0
EBV LMP1 NFkB	-1	-7	-1	6	5	2
NR5A2 inv ag	4	-7	2	6	-11	9
TLR9-MyD88 inh	-7	-1	-10	-7	-5	-3
NOD2-RIPK2 inh	-2	-5	-5	-7	1	-2
NCOA2 inhibitor	-15	-6	1	-16	25	0

31	Cc1cc(N2CCCc3ccccc32)n2ncnc2n1
32	COc1ccccc1-c1nc2ccc(Cl)cc2c(=O)n1O
33	CCn1nc(C(=O)Nc2ccc(S(=O)(=O)Nc3nccs3)cc2)c2ccccc2c1=O
34	CCOC(=O)N1CCC(N(C(=O)Nc2ccccc2)C(C)CC)CC1 (stereo not given)
35	O=C(NN1CCOCC1)c1ccccc1Br
36	O=C(NN1C(=O)c2ccccc2NC1c1cccnc1)c1ccc([N+](=O)[O-])cc1 (stereo not given)
Compound	31	32	33	34	35	36
NCOA3 inh	22	18	15	9	-1	8
SRC1 inh	-6	10	5	1	-4	5
NR2F2 inh	4	0	3	-8	-4	-16
MC4R barr agon	-0.2	0.4	1.7	-1.1	1.4	-0.4
MC4R antagonist	2	4	24	2	14	-10
ABHD5-PLIN5 inh	8	5	10	-3	-9	11
EBV LMP1 NFkB	12	-4	5	4	5	-80
NR5A2 inv ag	-4	20	-3	-24	5	10
TLR9-MyD88 inh	-11	6	6	1	-4	12
NOD2-RIPK2 inh	1	-6	3	1	-10	-2
NCOA2 inhibitor	-10	-1	-22	-10	-1	3

Three of the entries above in order of the MC4R barr agon value, highest first.
32	COc1ccccc1-c1nc2ccc(Cl)cc2c(=O)n1O
31	Cc1cc(N2CCCc3ccccc32)n2ncnc2n1
34	CCOC(=O)N1CCC(N(C(=O)Nc2ccccc2)C(C)CC)CC1 (stereo not given)
Compound	32	31	34
NCOA3 inh	18	22	9
SRC1 inh	10	-6	1
NR2F2 inh	0	4	-8
MC4R barr agon	0.4	-0.2	-1.1
MC4R antagonist	4	2	2
ABHD5-PLIN5 inh	5	8	-3
EBV LMP1 NFkB	-4	12	4
NR5A2 inv ag	20	-4	-24
TLR9-MyD88 inh	6	-11	1
NOD2-RIPK2 inh	-6	1	1
NCOA2 inhibitor	-1	-10	-10

(listing goes on)
37	CC(C)(C)c1ccc(S(=O)(=O)NCC2CCCO2)cc1 (stereo not given)
38	CCc1cc(CNC(=O)C2CCC(=O)N(Cc3ccc(Cl)cc3)C2)on1 (stereo not given)
39	CCOc1ccc(CCNC(=O)C2CC(=O)N(C3CCCC3)C2)cc1OCC (stereo not given)
40	Cn1c(N2CCN(S(=O)(=O)c3ccc(F)cc3)CC2)nc2ccccc21
41	Cc1nc(SCC(=O)Nc2cccc(Cl)c2)n[nH]1
42	COc1ccc(NC(=O)c2cc(-c3ccccc3)nc3c2cnn3C(C)C)c(OC)c1
Compound	37	38	39	40	41	42
NCOA3 inh	-8	17	14	-4	1	-3
SRC1 inh	11	-6	8	3	-7	1
NR2F2 inh	-7	-4	9	-2	6	-3
MC4R barr agon	-1.2	-1.4	2.3	-1.8	-0.1	-4.0
MC4R antagonist	3	-3	12	-6	0	2
ABHD5-PLIN5 inh	-2	5	0	1	-6	-5
EBV LMP1 NFkB	-1	-5	4	-1	-6	7
NR5A2 inv ag	-5	8	8	12	14	9
TLR9-MyD88 inh	-4	6	-3	0	-2	5
NOD2-RIPK2 inh	2	-5	4	3	-1	-4
NCOA2 inhibitor	9	5	-33	6	-2	6

43	COc1cc(OC)cc(C(=O)NCC(=O)OCC(=O)c2cc(C)n(Cc3ccco3)c2C)c1
44	Cc1cccc(NC(=O)CCc2nnc3ccc(NCc4ccco4)nn23)n1
45	N=C1SC(c2ccccc2)C(=O)N1c1ncc(Cc2ccccc2)s1 (stereo not given)
46	NC(=NCc1ccco1)NC(=O)c1ccc(Cl)cc1
Compound	43	44	45	46
NCOA3 inh	-4	-27	-1	-27
SRC1 inh	-25	-4	-21	-59
NR2F2 inh	-24	-7	-15	-41
MC4R barr agon	-1.1	-2.5	-2.7	0.5
MC4R antagonist	13	8	-4	-2
ABHD5-PLIN5 inh	4	12	-11	4
EBV LMP1 NFkB	-5	2	-3	-24
NR5A2 inv ag	2	-8	-29	-61
TLR9-MyD88 inh	-4	-5	6	3
NOD2-RIPK2 inh	3	-5	-6	-8
NCOA2 inhibitor	6	-21	-41	-62

The list is partial; the hit share may differ from the screen's.
